PAFAH1B2 FP inh – PAFAH1B2 enzyme inhibitors, primary screen, biochemical, fluorescence polarization, human; Platelet-activating factor acetylhydrolase IB subunit alpha2 (Homo sapiens), P68402; recombinant PAFAH1B2, FP-rhodamine activity probe; inhibition, % at 3.39 µM; hit rate 1.2% among 340,000; AID 492953, 2010;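 active means inhibition above the mean of all tested compounds plus 3 SD, cut at about 24% in these data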;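 further: 0% = enzyme with DMSO and 100% = wells lacking PAFAH1B2; many of its hits are not listed in these tables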
pPAFAH inh – pPAFAH enzyme inhibitors, primary screen, biochemical, fluorescence polarization, human; Platelet-activating factor acetylhydrolase (Homo sapiens), Q13093; recombinant pPAFAH, FP-rhodamine probe fluorescence polarization; inhibition, % at 3.39 µM; hit rate 1.5% among 330,000;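 active means inhibition above the mean inhibition across the screen plus 3 SD, cut at about 25% in these data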;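 further: inhibitors block binding of the rhodamine activity-based probe so polarization drops; 0% = enzyme with DMSO and 100% = wells lacking pPAFAH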
Target sequence (Q13093 whole entry, looked up): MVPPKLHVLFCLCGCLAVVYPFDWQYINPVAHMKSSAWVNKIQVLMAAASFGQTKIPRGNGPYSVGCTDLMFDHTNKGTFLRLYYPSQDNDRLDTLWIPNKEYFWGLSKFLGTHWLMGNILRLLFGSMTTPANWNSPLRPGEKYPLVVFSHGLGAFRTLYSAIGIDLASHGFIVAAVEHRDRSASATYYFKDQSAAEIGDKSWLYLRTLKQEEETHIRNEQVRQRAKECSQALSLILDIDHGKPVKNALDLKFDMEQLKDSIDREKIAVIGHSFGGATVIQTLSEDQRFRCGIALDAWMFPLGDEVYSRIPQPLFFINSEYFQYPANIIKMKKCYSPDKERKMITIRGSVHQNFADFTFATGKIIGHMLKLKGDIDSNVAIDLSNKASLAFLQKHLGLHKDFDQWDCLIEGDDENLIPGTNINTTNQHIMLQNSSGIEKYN
LYPLA2 inh – LYPLA2 inhibitors, primary screen, counter-screen for PME1 inhibitor project, biochemical, fluorescence polarization, FP-Rh probe ABPP; Acyl-protein thioesterase 2 (Homo sapiens), O95372; recombinant LYPLA2; inhibition, % at 5.9 µM; hit rate 0.38% among 320,000; AID 2177, 2009;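 active means inhibition above the screen-wide mean plus 3 SD, limit set per campaign, cut at about 26% in these data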;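 further: 0% = LYPLA2 with DMSO and 100% = wells lacking LYPLA2 enzyme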
PME-1 inh – PME-1 inhibitors via competitive probe labeling, primary screen, biochemical, fluorescence polarization, FP-Rh probe, HTS; recombinant PME-1; AID 2130, 2009; inhibition, % at 5.9 µM; hit rate 0.53% among 320,000; Protein phosphatase methylesterase 1 (Homo sapiens), Q9Y570;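 active means inhibition above the campaign mean of all compounds plus 3 SD, cut at about 26% in these data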;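 further: competitive labeling of PME-1 active site by serine hydrolase directed probe; 0% = PME-1 with DMSO and 100% = wells lacking PME-1 enzyme; inhibitors block probe labeling so polarization falls and inhibition rises; many of its hits are not listed in these tables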
GSTO1 inh – inhibitors of recombinant GSTO1, primary screen, counter-screen for RBBP9 inhibitor project, biochemical, fluorescence polarization; Glutathione S-transferase omega-1 (Homo sapiens), P78417; activity-based probe fluorescence polarization; inhibition, % at 5.96 µM; hit rate 1.1% among 300,000;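 active means inhibition above the campaign mean inhibition plus 3 SD, cut at about 35% in these data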;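 further: 0% = GSTO1-1 with DMSO and 100% = wells lacking GSTO1-1 enzyme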
Target sequence (P78417 whole entry, looked up): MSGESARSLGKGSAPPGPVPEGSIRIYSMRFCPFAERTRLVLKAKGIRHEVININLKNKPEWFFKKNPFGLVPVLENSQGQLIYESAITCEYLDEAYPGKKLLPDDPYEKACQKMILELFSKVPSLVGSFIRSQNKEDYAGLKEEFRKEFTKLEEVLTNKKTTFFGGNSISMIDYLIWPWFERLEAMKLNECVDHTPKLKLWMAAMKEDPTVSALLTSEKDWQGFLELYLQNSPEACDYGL
LYPLA1 inh – LYPLA1 inhibitors, primary screen, counter-screen for PME1 inhibitor project, biochemical, fluorescence polarization, FP-Rh probe ABPP; hit rate 0.16% among 320,000; AID 2174, 2009; recombinant LYPLA1; inhibition, % at 5.9 µM; Acyl-protein thioesterase 1 (Homo sapiens), O75608;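 active means inhibition above the mean of all tested compounds plus 3 SD, set per campaign, cut at about 14% in these data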;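 further: inhibitors block serine hydrolase probe labeling of LYPLA1 so polarization falls; 0% = enzyme with DMSO and 100% = wells lacking LYPLA1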
Target sequence (O75608 whole entry, looked up): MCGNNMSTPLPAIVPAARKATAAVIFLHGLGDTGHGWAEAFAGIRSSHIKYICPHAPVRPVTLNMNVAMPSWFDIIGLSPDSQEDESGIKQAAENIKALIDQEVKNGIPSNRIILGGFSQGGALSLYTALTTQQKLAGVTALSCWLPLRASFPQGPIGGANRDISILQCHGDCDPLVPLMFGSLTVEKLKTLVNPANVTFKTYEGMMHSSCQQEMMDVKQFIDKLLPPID
PAD4 inh – human PAD4 inhibitors, primary screen, biochemical, fluorescence polarization, 1536-well format | recombinant PAD4, RCA probe fluorescence polarization | inhibition, % at 6.36 µM | hit rate 0.41% among 330,000 | AID 485272, 2010;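 active means percent inhibition above a cutoff equal to the mean of all tested compounds plus 3 SD, cut at about 15% in these data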;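 further: 0% = PAD4 with RCA probe and DMSO and 100% = probe without PAD4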
PAFAH1B3 inh – PAFAH1B3 enzyme inhibitors, primary screen, biochemical, fluorescence polarization, human. Platelet-activating factor acetylhydrolase IB subunit alpha1 (Homo sapiens), Q15102. recombinant PAFAH1B3, FP-rhodamine probe. inhibition, % at 3.39 µM. hit rate 0.28% among 340,000. AID 492972, 2010;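 active means inhibition above the screen-wide average of all tested compounds plus 3 SD, cut at about 25% in these data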;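 further: 0% = enzyme with DMSO only and 100% = wells lacking PAFAH1B3 protein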
PREPL inh – PREPL enzyme inhibitors, primary screen, biochemical, fluorescence polarization; recombinant PREPL, fluorescence polarization activity-based probe; AID 2751, 2010; inhibition, % at 5.96 µM; hit rate 0.68% among 320,000; Prolyl endopeptidase-like (Homo sapiens), Q4J6C6; in the data active means inhibition above about 43%;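 further: 0% = enzyme with DMSO and 100% = wells lacking enzyme; many of its hits are not listed in these tables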
The depositor's hits bear a star; · = no result given. This is a subset; the hit share may differ from the screen's.

SMILES | PAFAH1B2 FP inh | pPAFAH inh | LYPLA2 inh | PME-1 inh | GSTO1 inh | LYPLA1 inh | PAD4 inh | PAFAH1B3 inh | PREPL inh
CC1CCN(C(=O)C(=O)c2cn(CC(=O)N3CCCCCC3)c3ccccc23)CC1 | 9 | -2 | 7 | 11 | -2 | 4 | -2 | 13 | 4
CC(=O)/C(N=Nc1cc2c(cc1[N+](=O)[O-])OCCO2)=C(\C)O | 3 | -4 | 6 | 2 | 9 | 2 | 1 | 3 | 7
N#Cc1ccc(OCC(=O)N2CCN(S(=O)(=O)c3cccc(Cl)c3)CC2)cc1 | -3 | -5 | 1 | 6 | · | -3 | -6 | -4 | 12
CC(C)CC(=O)NC(C)C(c1cccs1)N1CCOCC1 (configuration not stated) | 0 | 3 | -7 | -1 | 0 | -2 | -4 | 5 | -8
CCOc1ccc(C(=O)Nc2cc(OC)ccc2OC)cc1 | -6 | 4 | 4 | -1 | 3 | 3 | 0 | 7 | 11
COc1cc(NC(=O)C2CCN(c3cnccn3)CC2)cc(OC)c1 | 8 | 3 | -4 | -4 | 2 | 5 | 4 | -4 | 0
O=C(Cc1ccc(Cl)cc1Cl)NCC1(N2CCOCC2)CCCCC1 | -2 | 3 | -1 | 0 | 11 | 0 | 1 | 16 | 15
Cc1ccc(NC(=S)N2CCN(C(=O)C3CCCO3)CC2)c(C)c1 (configuration not stated) | -1 | 2 | 2 | -6 | 4 | 0 | 4 | 7 | -13
CC(=O)Nc1ccc(NC(=O)CCc2nc3ccccc3c(=O)[nH]2)cc1 | 3 | -1 | 0 | 2 | -2 | -4 | -2 | 9 | -5
Cc1ccc(NC(=O)c2ccc(OC(F)(F)F)cc2)cc1S(=O)(=O)N(C)C | 3 | 0 | -3 | -5 | 1 | -8 | 4 | -2 | 7
CCC(Sc1nncn1C)C(=O)Nc1nnc(-c2ccc(Cl)cc2)s1 (configuration not stated) | 4 | 7 | 1 | -4 | 34 | -2 | -3 | 6 | 3
Cc1ccc2cc(C(c3nnnn3C3CCCC3)N(Cc3ccco3)Cc3cccs3)c(=O)[nH]c2c1 (configuration not stated) | 2 | -3 | -11 | -11 | -4 | -9 | -2 | -7 | -7
CCN(CC)S(=O)(=O)c1ccc(Cl)c(NC(C)=O)c1 | -1 | 2 | 2 | 2 | 10 | 3 | 3 | 2 | 15
CC1CCC(NC(=O)CN2CCCN(Cc3ccc(F)cc3Cl)C2=O)CC1 (configuration not stated) | 9 | 2 | 0 | 6 | -6 | 1 | 0 | -4 | 11
CCc1nn(CC(=O)NCCCN(CC)Cc2ccccc2)c(=O)c2cc3sccc3n12 | -2 | 5 | 1 | -4 | 0 | -3 | 3 | -1 | -20
COc1ccccc1C(=O)Nc1sc2c(c1C#N)CCC2 | -2 | -4 | 2 | -1 | 4 | 3 | -3 | 0 | 13
CN(C)S(=O)(=O)c1ccc(Cl)c(NC(=O)CSc2nc3ccccc3c(=O)n2CCCN2CCOCC2)c1 | 0 | 1 | 13 | 10 | 0 | 4 | 0 | -4 | -1
NCCCC[C@@H](C(=O)N1CCNCC1)n1cc(CN)nn1 | 1 | -4 | 1 | 0 | 4 | 2 | 0 | -4 | -8
CC(=O)Nc1ccccc1C(=O)C(=O)Nc1cccc(C(=O)NC2CC2)c1 | 0 | -3 | -2 | -5 | 0 | -4 | -1 | 0 | -10
CCN(CC(=O)Nc1ccc(NC(C)=O)cc1)CC(=O)Nc1cccc(Cl)c1 | -1 | 3 | -3 | 3 | 4 | 0 | -2 | -6 | -55
O=C1CC(c2cc(-c3ccccc3)no2)C1 | 3 | 1 | 0 | -2 | 2 | -2 | -2 | 13 | -5
COc1cccc(OCc2cc(C(=O)N(C)C3CCOCC3)no2)c1 | 0 | -4 | 5 | -9 | 0 | -1 | -1 | 7 | 9
c1ccc2c(N3CCOCC3)c3c(nc2c1)CCC3 | 7 | 12 | 2 | 4 | 3 | 3 | -4 | 4 | -7
O=C(Nc1ccc(Cl)cc1)c1ccc(S(=O)(=O)N2CCOCC2)cc1 | 7 | 2 | -5 | -4 | 5 | -2 | -5 | 2 | 1
O=C(CN1c2cccc3cccc(c23)S1(=O)=O)Nc1ccccc1 | 2 | 4 | 3 | 8 | -8 | 2 | -1 | 11 | 2
Cc1nc2ccccn2c1/C(O)=C1\C(=O)C(=O)N(CCN2CCOCC2)C1c1cccs1 (configuration not stated) | 0 | 8 | 3 | -5 | -8 | -1 | -2 | 1 | 5
Cc1c(OCC(=O)N2CCC(C(=O)O)CC2)ccc2c3c(c(=O)oc12)CCC3 | -1 | 9 | 5 | 7 | -9 | 2 | -1 | 7 | 8
COc1ccc(S(=O)(=O)NNC(=O)c2cccs2)cc1 | 8 | 3 | -1 | -4 | 2 | -1 | 3 | 8 | 2
COc1ccc(-n2sc3c(c2=S)-c2cc(OC)ccc2NC3(C)C)cc1 | 4 | 9 | 6 | 3 | -23 | -2 | 0 | 2 | 9
Cc1noc(C)c1C(=O)N1CCC(C(=O)c2ccc(F)cc2F)CC1 | 6 | 3 | 7 | -2 | -5 | 2 | 0 | 6 | 9
Cc1ccc(CN(Cc2ccco2)C(=S)NCC(=O)NC2CC2)cc1 | 0 | 4 | -6 | -1 | -2 | -2 | -2 | 5 | -4
Cc1cc(NC(=O)CSCC(=O)N(C)Cc2ccc(Cl)cc2Cl)no1 | 0 | 5 | 4 | 2 | 9 | -1 | -4 | 3 | 3
O=C1CN(C(=O)NCC(=O)N[C@@H](Cc2ccccc2)C(=O)O)c2ccccc2N1 | -2 | -6 | 3 | -6 | 5 | 2 | -3 | 5 | -8
CC(=O)c1ccc(NC(=O)CN2C(=O)NC(C)(C3CCCCC3)C2=O)cc1 (configuration not stated) | 1 | 1 | -1 | -7 | · | -2 | 6 | 8 | -3
Cc1nonc1C1CCCN1Cc1cn[nH]c1-c1ccc2c(c1)OCO2 (configuration not stated) | 2 | -2 | 0 | 6 | 2 | 3 | -6 | 10 | 6
Cc1cccc(NC(=O)NNC(=O)COc2ccc(Cl)cc2)c1 | -7 | -3 | 0 | -5 | 3 | -2 | 2 | -3 | 5
CCOC(=O)c1c(C)oc2c(F)c(F)c(F)c(F)c2c1=O | 0 | 7 | 2 | -4 | 6 | -1 | -5 | -31 | -22
COCCn1c(SCC(=O)c2ccc(CNC(C)=O)o2)nc2ccccc2c1=O | -4 | 5 | 6 | 0 | 3 | 0 | 4 | 10 | 9
CCOC(=O)C1=C(C(F)(F)F)Nc2ncnn2C1c1ccc(OC)c(OC)c1OC (configuration not stated) | 3 | -1 | 4 | 1 | 6 | 1 | -3 | 9 | 4
O=C(NC(Cc1c[nH]c2ccccc12)C(=O)N/N=C/c1cccnc1)c1cccs1 (configuration not stated) | 8 | 1 | 5 | -2 | -5 | 0 | -5 | -4 | 10
O=C(COC(=O)CNC(=O)c1ccc(Br)o1)Nc1ccc2c(c1)OCCO2 | 5 | 4 | 7 | 6 | 8 | 2 | 1 | -3 | -6
Cc1cccc(C)c1-n1c(C)nn(Cc2ccc([N+](=O)[O-])cc2)c1=O | 5 | 4 | 4 | 3 | 11 | 3 | -5 | -7 | -5
CCOc1ncccc1C(=O)Nc1cc(S(=O)(=O)N(CC)CC)ccc1N1CCOCC1 | 1 | 10 | · | · | · | · | 4 | 7 | 11
O=C(CCC1CCN(Cc2ccc(C#CCCO)cc2)CC1)NC1CC1 | 1 | 0 | 3 | -2 | -2 | 1 | 6 | 4 | -10
COC(=O)c1ccccc1OCCOc1ccccc1C(=O)OC | -3 | -3 | 3 | 0 | 11 | 0 | 2 | 3 | 5
CC1(C)CC(=O)C2=C(C1)NC(=O)NC2c1ccc([N+](=O)[O-])cc1 (configuration not stated) | 6 | 5 | -6 | 1 | 9 | -6 | -1 | -4 | 5
COc1ccc(OC)c2sc(N(CCN(C)C)C(=O)c3cc(Cl)sc3Cl)nc12 | 8 | -1 | 0 | 6 | -6 | 0 | -8 | 3 | 7
CCOc1cc(/C=N\NC(=O)OC(C)(C)C)ccc1OC(=O)c1ccco1 | 5 | 3 | -6 | -1 | 1 | -2 | 2 | 0 | 15
CNC(=O)Nc1cccc(-c2ccnc(C)n2)c1 | 7 | 0 | 4 | 9 | 5 | 2 | 0 | 7 | 10
Cc1oc(C(C)(C)C)cc1C(N)=O | 0 | 0 | -1 | 2 | 1 | -3 | -2 | 3 | -2

Following part
SMILES | PAFAH1B2 FP inh | pPAFAH inh | LYPLA2 inh | PME-1 inh | GSTO1 inh | LYPLA1 inh | PAD4 inh | PAFAH1B3 inh | PREPL inh
Cc1ccc(C(=O)Nc2ncn[nH]2)cc1 | 0 | -2 | 0 | 4 | 2 | 0 | 3 | 11 | -17
O=C(C1CCCN(S(=O)(=O)Cc2ccccc2)C1)N1CCc2ccccc21 (configuration not stated) | -1 | 16 | 3 | 0 | 10 | 2 | 4 | 9 | -18
CC1(c2nnc(-c3ccncc3)o2)CC(c2ccc(F)cc2)=NO1 (configuration not stated) | 6 | 0 | -2 | 3 | 6 | 1 | 2 | 26* | -13
CC1(C)CC2(CCO1)N1CC3(C)CN2CC(C)(C1)C3O (configuration not stated) | 0 | 4 | 2 | 1 | -1 | -1 | -4 | -3 | -1
Cc1ccc(N2CC(C(=O)N3CCOCC3)CC2=O)cc1Cl (configuration not stated) | 0 | -9 | -4 | -10 | 2 | 0 | -7 | 3 | 6
OCCNc1nc2nonc2nc1NCCO | -1 | 1 | 2 | -1 | 2 | -3 | -4 | 5 | -4
FC(F)Oc1ccccc1/C=N/Nc1nc2ccccc2o1 | 7 | 2 | -2 | 4 | 9 | 0 | -8 | 2 | 14
CC(C)n1cc(CN2CCC(n3nccc3NC(=O)C3CCCC3)CC2)cn1 | 2 | -3 | -3 | 1 | -2 | -2 | -3 | 0 | 2
COc1ccc(C(=O)COc2cccc(NC(=O)c3ccco3)c2)cc1 | 5 | -11 | -1 | -3 | -5 | -3 | -2 | -1 | -11
CCN(C(=O)c1ccc(NC(C)=O)cc1)c1ccccc1 | 4 | 2 | 2 | 8 | 7 | -2 | -1 | 17 | 9
CC(C)c1[nH]nc2c1C(c1cccnc1)C(C#N)=C(N)O2 (configuration not stated) | 8 | 7 | 2 | -1 | 7 | -1 | -3 | -4 | 10
O=C(CCc1ccccc1)NC(=S)Nc1cccc(Br)c1 | -1 | 3 | -6 | -5 | -7 | -8 | 5 | 5 | -5
Cc1ccc(S(=O)(=O)NCCCCCC(=O)Nc2ccccc2)cc1 | 3 | 7 | 3 | 3 | 5 | 4 | -1 | 6 | -3
Cc1nn(Cc2ccccc2)c(C)c1N | 1 | 3 | 3 | 8 | 5 | 2 | -1 | 5 | 2
CCOC(=O)Cc1c(C)[nH]n(-c2ccccc2)c1=O | · | 2 | 0 | 0 | 4 | 0 | -7 | · | 6
O=C(CCC(=O)c1ccccc1)Nc1ccccc1 | · | -3 | 2 | -5 | -1 | 1 | -5 | · | -1
